Screening data as filed in PubChem.
NFkB transloc inh = inhibitors of IL-1B driven NFkB p65 nuclear import, primary screen, imaging, HUVEC, IL-1B stimulus, high-content imaging; HUVEC IL-1B NFkB p65 nuclear translocation imaging; inhibition, % at 2 µM; 0.43% of 94,000 active;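 active = inhibition above about 30% together with a positive call from visual inspection of the well image, limit read from the data; inconclusive = inhibition above a set limit but visual check negative; inactive = inhibition not above a set limit, visual check negative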;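 note: nuclear over cytoplasmic p65 intensity ratio measured by imaging; 0% = IL-1B stimulated DMSO wells and 100% = unstimulated DMSO wells; values of inactives mirror those of a sister screen read the other way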
Bcl-B displacement = displacers of TR3 peptide from Bcl-B, primary screen, selectivity assay for Bfl-1 inhibitor project, biochemical, fluorescence polarization; FP displacement of FITC-TR3 peptide from Bcl-B; higher % means a stronger effect; AID 748, 2007; displacement, % at 20 µM, or IC50 in µM where a hit was titrated; 0.11% of 96,000 active; Bcl-2-like protein 10 (Homo sapiens);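 active = displacement above 50% at 20 µM plus a fluorescence interference ratio under 1.5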;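 note: plate controls were wells without compound for no effect and wells lacking Bcl-B protein for full effect; a part of the inactive calls stands beside numbers as strong as those of hits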
MRP resist rev = reversal of MRP1-mediated doxorubicin resistance, primary screen, H69AR cells, doxorubicin co-treatment; H69AR cells + 2 uM doxorubicin, CellTiter-Glo, 72 h; differential viability (reversal), % at 10 µM; 0.04% of 85,000 active; AID 602, 2007;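 active = viability drop by adding the cancer drug above about 55%, with treated viability meeting a 40% cutoff, limit read from the data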;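 note: viability without doxorubicin minus viability with 2 µM doxorubicin for each compound; larger differential means the compound sensitizes cells more to doxorubicin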
PLAP inhibition = PLAP enzyme inhibitors, biochemical, luminescence, HTS (AID 690). purified PLAP, luminescent substrate; higher % means a stronger effect. inhibition, % at 20 µM, or IC50 in µM where a hit was titrated. 0.08% of 96,000 active; in the data active = a potency from the dose series; inactive = the rest, 99 in 100 with inhibition below about 30%; note: strong numbers were not always called active
IL1B NFkB pot = enhancers of NFkB p65 translocation in HUVEC – imaging, IL-1B stimulus, high-content imaging, primary screen | AID 819, 2007 | activation, % at 2 µM | HUVEC IL-1B NFkB p65 nuclear translocation imaging | 0.3% of 94,000 active;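 active = activation above 40%, about the mean plus 3 SD, also judged a hit on visual image review; inconclusive = activation above 40% but not a hit on visual review; inactive = activation not above 40% and no visual hit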;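 note: percent activation is computed from the nuclear over cytoplasmic p65 intensity ratio; values of inactives mirror those of a sister screen read the other way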
MRP resist rev cytotoxicity = further read-out of MRP resist rev, marked with its call; viability, %; H69AR cells, CellTiter-Glo, 72 h; measured here: cytotoxicity without doxorubicin
MRP resist rev with doxorubicin = also measured in MRP resist rev; calls as there; viability, %; measured here: viability with 2 uM doxorubicin; hits give low values
NFkB transloc inh cell count 2 µM = recorded beside NFkB transloc inh, whose call it bears; cell count; measured here: cells passing quality filter;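 raw number of nuclei counted in each imaged well without normalization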
IL1B NFkB pot cell count 2 µM = further read-out of IL1B NFkB pot, marked with its call; cell count; measured here: cells passing quality filter
* hit, by the source's call; ? = inconclusive; . = not tested or not shown.

Each structure is followed by: NFkB transloc inh, NFkB transloc inh cell count 2 µM, Bcl-B displacement, MRP resist rev, MRP resist rev cytotoxicity, MRP resist rev with doxorubicin, PLAP inhibition, IL1B NFkB pot, IL1B NFkB pot cell count 2 µM
O=C(Cn1c(C(=O)N2CCN(C3CCCCC3)CC2)cc2sccc21)c1ccccc1
    -5, 203, -6%, 17, 69, 52, -69%, 5, 203
COc1ccc(C2C(=O)N(CCc3ccccc3)CC(=O)N2C2CCCC2)cc1 (configuration not stated)
    -31, 178, 0%, -24, 35, 59, -11%, 31, 178
CC(C)Oc1ccccc1C1Nc2ccccc2C(=O)N1c1ccc2c(c1)OCCO2 (configuration not stated)
    3, 124, -28%, ., ., ., -63%, -3, 124
O=C(CC(NCCc1ccccc1)C(=O)O)Nc1ccc(O)cc1 (configuration not stated)
    -8, 196, -11%, -11, 101, 112, -6%, 8, 196
O=C(OCCN1CCN(c2ncc(C(F)(F)F)cc2Cl)CC1)c1ccc(F)cc1
    -16, 109, -2%, ., ., ., -34%, 16, 109
CCOC(=O)Nc1ccc2c(c1)ncn2C1CCCCC1
    1, 165, -2%, -16, 59, 75, -6%, -1, 165
COc1cccc(C(=O)OC2CCCN(C)C2)c1 (configuration not stated)
    18, 180, -7%, 7, 95, 89, -10%, -18, 180
O=C(NCCc1ccccc1)c1nc2ncccn2n1
    -22, 174, 4%, 5, 107, 102, 18%, 22, 174
Cc1ccc(NC(=O)C2CCCN(S(=O)(=O)c3c(C)noc3/C=C/N(C)C)C2)cc1F (configuration not stated)
    ., ., -7%, 0, 96, 96, -1%, ., .
COc1ccccc1C1CC(c2ccc(C)cc2)Nc2ncnn21 (configuration not stated)
    -6, 186, 0%, 6, 97, 91, 8%, 6, 186
CCc1ccc(NC(=O)CNC(=O)c2cn(-c3ccccc3OC)c(=O)c3ccccc23)cc1
    -27, 195, 2%, -15, 97, 113, -124%, 27, 195
CCOC(=O)C1=C(C)N=C2SC(CC)C(=O)N2C1c1cccc(F)c1 (configuration not stated)
    -19, 63, -4%, 4, 103, 99, -47%, 22, 63
O=C(OCc1ccccc1)C1CCCN1C(=O)c1ccccc1[N+](=O)[O-] (configuration not stated)
    -2, 168, 4%, ., ., ., 3%, 2, 168
CCc1c(C)nc2ncnn2c1Nc1ccc(C#N)c(Cl)c1
    5, 127, -9%, 2, 88, 87, -63%, -5, 127
COc1cc(C(O)P(=O)(OCC(C)C)OCC(C)C)cc(OC)c1OC (configuration not stated)
    2, 170, -4%, ., ., ., 2%, -2, 170
COc1ccc(C(=O)Nc2ccccc2-c2nnn(CC(=O)Nc3ccc4c(c3)OCCO4)n2)cc1
    ?, ., 8%, ., ., ., -3%, -40, 114
CCOCC(=O)Nc1nc2ccccc2s1
    -12, 101, ., 5, 92, 87, ., 12, 101
N#CC1=C(N)Oc2cc(O)ccc2C1C1CCCCC1 (configuration not stated)
    -6, 117, 4%, ., ., ., 15%, 6, 117
COc1ccccc1C(=O)NCC(=O)OC(C)C(=O)NC(=O)NC1CCCCC1 (configuration not stated)
    -13, 162, 0%, ., ., ., -21%, 13, 162
CN1CCN(C(=O)c2cc3c(n(-c4ccccc4)c2=O)CC(C)(C)CC3=O)CC1
    -6, 131, -2%, 12, 100, 89, -16%, 6, 131
Cc1cc(NS(=O)(=O)c2ccc(NC(=O)Nc3cccc(Cl)c3)cc2)no1
    -27, 115, 3%, 12, 92, 80, -14%, 27, 115
CCOC(=O)c1c(C)[nH]c(C)c1C(=O)CN1C(=O)NC2(CCC(C)CC2)C1=O (configuration not stated)
    -8, 186, -5%, 3, 91, 88, 17%, 8, 186
CN(C)C(=O)CN1C(=O)C2CCCCN2C(=O)c2ccccc21 (configuration not stated)
    -24, 190, -1%, ., ., ., -43%, 24, 190
CCOC(=O)c1ccc(N2C(=O)c3n[nH]c(C)c3C2c2ccccc2)cc1 (configuration not stated)
    -8, 184, 1%, -5, 96, 102, -35%, 8, 184
COC(=O)c1ccccc1NC(=O)N1c2ccccc2CC1C (configuration not stated)
    -28, 130, -2%, -10, 65, 75, 12%, 28, 130
Nc1nonc1-c1nc2ccccc2n1Cc1ccc(Cl)cc1
    ., ., -18%, 8, 67, 59, 8%, ., .
O=c1c2ccccc2nc(CSc2nnnn2-c2ccccc2)n1-c1cccc(C(F)(F)F)c1
    ., ., 5%, 6, 49, 43, 11%, ., .
Cc1nn(-c2nc3ccccc3[nH]2)c(N)c1-c1ccccc1
    5, 154, ., -27, 20, 47, ., -5, 154
CSCCC(C(=O)NCc1cccs1)N1C(=O)c2ccccc2C1=O (configuration not stated)
    8, 172, -1%, ., ., ., -1%, -8, 172
Cn1nc(-c2ccc(Cl)cc2)nc2c(=O)n(C)c(=O)nc1-2
    -12, 157, 71%, -1, 1, 2, 11%, 12, 157
Cc1ccccc1-n1c(CSC(=N)N)nc2ccccc2c1=O
    10, 133, -2%, ., ., ., -127%, -10, 133
CCN(CC)CCCNC(=O)c1cc2c(=O)n(C)c3ccccc3c2n1C
    -30, 185, -4%, 1, 80, 79, -10%, 30, 185
CCN(CC)c1ccc2cc(C(N)=O)c(=O)oc2c1
    13, 157, ., 15, 95, 80, ., -13, 157
COc1ccc(C2=CC(=O)OC3(CCCC3)O2)cc1
    -32, 66, 10%, 10, 79, 69, 28%, 32, 66
COc1ccc(N2CCN(C(=O)CSc3ncnc4c3cnn4-c3ccc(OC)cc3)CC2)cc1
    ., ., -1%, -6, 90, 95, 17%, ., .
Cc1ccc(NC(=O)COC(=O)c2ccc3c(c2)NC(=O)C2CCCN32)cc1 (configuration not stated)
    -12, 117, -12%, 20, 98, 79, -44%, 12, 117
CC(C)C(c1nnnn1C1CCCCC1)N1CCOCC1 (configuration not stated)
    1, 120, -3%, 8, 95, 87, -14%, -1, 120
O=C(c1ccc(CNc2c(N3CCOCC3)c(=O)c2=O)cc1)N1CC=C(c2ccccc2)CC1
    ., ., -1%, -4, 93, 97, -47%, ., .
COC(=O)c1ccc(Oc2nc(C)cc(Oc3ccccc3)n2)cc1
    -27, 12, ., ., ., ., ., 27, 12
CCn1c(=S)[nH]c2cc(S(=O)(=O)N3CCCCC3)ccc21
    -11, 152, -3%, ., ., ., 4%, 11, 152

Overlap with the part before: 2 entries, followed by the next part.
Each structure is followed by: NFkB transloc inh, NFkB transloc inh cell count 2 µM, Bcl-B displacement, MRP resist rev, MRP resist rev cytotoxicity, MRP resist rev with doxorubicin, PLAP inhibition, IL1B NFkB pot, IL1B NFkB pot cell count 2 µM
COC(=O)c1ccc(Oc2nc(C)cc(Oc3ccccc3)n2)cc1
    -27, 12, ., ., ., ., ., 27, 12
CCn1c(=S)[nH]c2cc(S(=O)(=O)N3CCCCC3)ccc21
    -11, 152, -3%, ., ., ., 4%, 11, 152
COc1ccc(OC)c(NC(=O)Cc2nn(C)c(=O)c3ccccc23)c1
    -13, 100, ., -2, 73, 75, ., 13, 100
CC(=O)Nc1cccc(-c2nc3ccccc3c(=O)o2)c1
    0, 161, 4%, -1, 99, 100, -7%, 0, 161
COc1ccc(N2C(=O)C3CCCN3C2c2cccc(OC)c2)cc1 (configuration not stated)
    7, 136, -16%, 0, 92, 92, -18%, -7, 136
O=C(CSC1=NCCS1)N1CCOCC1
    0, 121, -7%, 13, 103, 90, -2%, 0, 121
CCN(CC)CC(=O)c1c[nH]c2ccc(OC)cc12
    -17, 132, -26%, -11, 77, 88, -28%, 17, 132
NC(=O)C1CNc2ccccc2O1 (configuration not stated)
    -13, 150, -1%, -4, 88, 91, -22%, 13, 150
O=C(CSc1nnc(-c2cccnc2)n1Cc1ccco1)Nc1nc(-c2ccc(F)cc2)cs1
    3, 112, -14%, -2, 49, 50, -13%, -3, 112
CCCc1nc2ccccc2c(=O)n1/N=C/c1c(C)[nH]n(-c2ccc(C)cc2)c1=O
    8, 86, 11%, -28, 27, 55, -106%, -8, 86
CCc1ccc(/C=C/C(=O)C2C(=O)c3ccccc3C2=O)cc1
    2, 101, -9%, ., ., ., -37%, -2, 101
COc1c[nH]n(C2CCCCC2)c(=O)c1=O
    -3, 174, -2%, -16, 82, 99, -6%, 3, 174
Cc1cccc(C(=O)OCc2cc3ccccc3[nH]c2=O)c1
    9, 88, -14%, 21, 96, 74, 9%, -9, 88
Clc1ccc(-n2ncc3c(NCCCn4ccnc4)ncnc32)cc1
    -6, 65, -5%, 8, 80, 72, -31%, 6, 65
COC(=O)CSc1snnc1-c1ccc(Cl)cc1Cl
    22, 100, -4%, 20, 106, 85, -2%, -22, 100
COc1ccccc1NC(=O)c1nn(-c2ccccc2)ccc1=O
    2, 121, -2%, ., ., ., 7%, -2, 121
CCCc1cc(=O)[nH]c(SCC(=O)N2CCN(S(=O)(=O)c3ccc(C)cc3)C2)n1
    -1, 197, 13%, 14, 95, 81, -18%, 1, 197
COC(=O)c1sc2ccccc2c1N
    ., ., 0%, 8, 95, 87, -5%, ., .
Cn1c(=O)[nH]c(=O)c2c1nc(N1CCNCC1)n2Cc1cccc2ccccc12
    -3, 152, -6%, 10, 96, 86, -17%, 3, 152
CCCCNC(=O)CN1CCC2(O)CCCCC2C1c1ccccc1OC (configuration not stated)
    -3, 144, -7%, 7, 85, 78, -49%, 3, 144
Cc1cccc(NC(=O)CC(C)(C)C)c1
    -6, 100, -4%, -32, 61, 94, 9%, 6, 100
CCN(C(=O)c1cc2cc3ccc(C)cc3nc2o1)c1ccc(OC)cc1
    10, 76, -2%, -1, 57, 58, -49%, -10, 76
COc1ccc(-c2nnc(SCC(=O)N3CCCC(C)C3)o2)c(OC)c1 (configuration not stated)
    -10, 158, 2%, -13, 58, 71, -62%, 10, 158
CCC(c1nnnn1CCc1ccccc1)N(Cc1ccco1)Cc1cc2cc(C)cc(C)c2[nH]c1=O (configuration not stated)
    -10, 122, -10%, 11, 26, 15, -18%, 10, 122
CC(C)c1ccc(C2CC(=O)N3CN(Cc4ccco4)CSC3=C2C#N)cc1 (configuration not stated)
    10, 96, -22%, 5, 74, 69, -41%, -10, 96
CCn1c(=O)cc(OCC(=O)Nc2cccnc2)c2ccccc21
    -2, 182, -6%, -40, 56, 96, -8%, 2, 182
Brc1cnc(N2CCOCC2)nc1N1CCCCC1
    -23, 129, -7%, 4, 82, 77, -26%, 23, 129
O=C(CSc1nnc(-c2ccncc2)n1CCc1ccccc1)NCc1ccccc1
    1, 144, ., -19, 68, 87, ., -1, 144
CC(=O)N1c2c(cc(Br)cc2S(=O)(=O)NCc2cccnc2)CC1C (configuration not stated)
    ., ., -12%, 0, 92, 92, -4%, ., .
CC(C)C1Cc2c(sc3c2c(=O)n(Cc2ccccc2)c2nncn32)CO1 (configuration not stated)
    3, 143, -6%, -7, 84, 91, -24%, -3, 143
O=C(COc1ccc(C(=S)N2CCOCC2)cc1)N1CCCC1
    -1, 130, -4%, -2, 93, 95, -24%, 1, 130
CCC(=O)Nc1cccc(Oc2nc(C)cc(C)c2C#N)c1
    10, 182, 3%, 10, 87, 77, 19%, -10, 182
CCOc1ccc(-n2c(SCC(=O)Nc3cc(C)on3)nc3c([nH]c4ccccc43)c2=O)cc1
    0, 145, -3%, -15, 63, 78, -19%, 0, 145
O=C(O)c1cccnc1SC1CC(=O)N(c2cccc(C(F)(F)F)c2)C1=O (configuration not stated)
    5, 129, -6%, 3, 91, 88, -45%, -5, 129
Cc1cc(-c2nn3c(C)nnc3s2)ccc1NC(=O)C(C)(C)C
    -12, 106, ., 1, 92, 91, ., 12, 106
Cc1ccc(C(CC(=O)O)Nc2nc(N3CCCCC3)nc(N3CCCCC3)n2)cc1 (configuration not stated)
    -28, 98, -6%, 2, 108, 106, -45%, 28, 98
CCOc1ccc(C(=O)CSc2nnc3ccccn23)cc1
    -17, 113, -8%, 18, 94, 76, 11%, 17, 113
CNC(=S)N1N=C(c2ccc(Br)cc2)CC1c1ccc(Br)cc1 (configuration not stated)
    -1, 173, -1%, ., ., ., 9%, 1, 173
CCN(CC)S(=O)(=O)c1ccc(-c2nnc(SCC(C)=O)o2)cc1
    -5, 183, -20%, 0, 92, 92, -68%, 5, 183

Not all compounds are listed; count on the stated rates, not on these rows.
